# High-throughput results as filed in PubChem BioAssay.
# NCI-60 one-dose screen, 48 h, at 10 µM unless noted. Numbers give growth in % (100 = growth as untreated, 0 = no growth, -100 = all killed).
# HL-60(TB) – HL-60(TB) leukemia cells. hit rate 9% among 78,000; active = growth percent below 10
# * hit, by the source's call; & = joins results of further samples.
Molecule	HL-60(TB)
CC(=O)ON=C1C=CC(=C(C#N)c2ccccc2)C=C1	-10.5*
Cc1ccc2c(c1)/C(=N\N=C/c1cn(C(C)C)c3ccccc13)C(=O)N2	-33.3*
O=C(Nc1ccc2ncnc(Nc3cccc(C(F)(F)F)c3)c2c1)c1cccs1	47.9
C[N+]12CCC34c5ccccc5NC3C3C(CC(=O)[O-])OCC=C(C1)C3CC42 (stereo unspecified)	112.5
FC(F)(F)/C=C(\N1CC1)C(F)(F)F	90.1
O=C(NCCNc1nccc(-c2c(-c3cccc(O)c3)nc3sccn23)n1)c1ccccc1	93.3
N/C(=N\c1nc2c(Br)cccc2s1)C(Br)Br	7.0*
Cc1cc(=O)oc2cc(OC(=O)C(CCCCN)NC(=O)OCc3ccccc3)ccc12 (stereo unspecified)	111.7
Cc1ccc(-c2nc3nc(-c4ccccc4)nc(N4CCN(S(=O)(=O)c5ccc(C)cc5)CC4)c3o2)cc1	104.5
COc1ccc2oc(N)nc2c1	93.3
CCCCC1COc2cccc3c(SCC(=O)N(C)c4ccccc4)cc[n+]1c23 (stereo unspecified)	110.0
Cc1nc(-c2cc3ccccc3oc2=O)ccc1C(=O)/C=C/c1ccccc1	103.7
Cc1ccc(S(=O)(=O)N2CC=C3C(=C(c4ccccc4)c4ccccc43)C2)cc1	92.7
CC(=O)O[C@H]1CC[C@H]2[C@@H]3CC=C4c5nc(-c6cccc(Cl)c6)sc5CC[C@]4(C)[C@H]3CC[C@]12C	110.9
C#C[C@]1(O)CC[C@H]2[C@@H]3CC=C4c5sc(Nc6cccc(C(=O)O)c6)nc5CC[C@]4(C)[C@H]3CC[C@@]21C	105.9
CC(C)c1ccc(NC(=O)NC2CCCCC2)cc1	116.2
COc1ccc2c(c1)c(-c1nc(-c3c[nH]c4ncccc34)cs1)cn2C(=O)OC(C)(C)C	83.7
COc1ccc(/C=C2\COc3ccc(-c4ccccc4)cc3C2=O)c(OC)c1	56.9
CCc1cc(C(C)(C)C)cc(C(C)(C)C)c1O	110.7
Cc1c(C(=O)OC(CO)CO)cc(-c2ccc(Cl)cc2)n1-c1ccccc1	87.5
CC1(C)CC(=O)C2=C(C1)N(c1ccc(OC(F)(F)F)cc1)C(N)=C(C#N)C2c1ccc(Br)o1 (stereo unspecified)	76.1
O=C1C(Br)=C(c2ccccc2)C(=O)C(Br)=C1c1ccccc1	78.6
O=C(CBr)c1ccc(F)c2ccccc12	98.6
CCOC(=S)Sc1ccc([N+](=O)[O-])cc1[N+](=O)[O-]	-25.6*

# No new results follow: 2 of the compounds above.
Molecule	HL-60(TB)
O=C(CBr)c1ccc(F)c2ccccc12	98.6
CCOC(=S)Sc1ccc([N+](=O)[O-])cc1[N+](=O)[O-]	-25.6*

# (listing goes on)
Molecule	HL-60(TB)
CCCCC(Nc1ncnc2nc[nH]c12)C(=O)O (stereo unspecified)	90.6
O=S(=O)(NCCNc1cc(-c2c(-c3cccc(O)c3)nc3sccn23)ccn1)c1cccc(F)c1	89.2
NS(=O)(=O)Oc1ccc(NC(=O)C23CC4CC(CC(C4)C2)C3)cc1	83.4
CCCCCCCCCCCCCCCCCC1OC[C@H](COC(=O)O[C@@H](C(=O)O[C@H]2C[C@@]3(O)[C@@H](OC(=O)c4ccccc4)[C@@H]4[C@]5(OC(C)=O)CO[C@@H]5C[C@H](O)[C@@]4(C)C(=O)[C@H](OC(C)=O)C(=C2C)C3(C)C)[C@@H](NC(=O)c2ccccc2)c2ccccc2)O1 (stereo partly specified)	23.3
COc1ccc2[nH]c(=O)cc(-n3ncc(C(=O)/C=C/c4cc(OC)c(OC)c(OC)c4)c3C)c2c1	-33.4*
O=C1CC[C@@]2(C[C@H](CI)OC2=O)O1	77.0
COc1cc2c(cc1OC)C1(NCC2)C(=O)Nc2c(Br)cc(Br)cc21 (stereo unspecified)	100.1
CC1=CC2(C)/C=C(C)/C=C\CC(O)/C=C3/C=CC(=C4C(=O)OC2(CC1C)C4=O)OC3 (stereo unspecified)	-54.9*
COc1ccc(Nc2ncccc2NC(=O)c2cn(Cc3cc(OC)c(OC)c(OC)c3)nn2)cc1	108.0
Nc1nc(N)c2c(n1)NC(c1ccc(Cl)cc1)CC(c1cccc(Nc3ccncc3)c1)=N2 (stereo unspecified)	39.0
CC(=O)OCC1=C(C(=O)O)N2C(=O)[C@@H](NC(=O)CCCC(N)C(=O)O)C2SC1 (stereo partly specified)	103.3
C/C(=N/Nc1ccc([N+](=O)[O-])cn1)C(=O)O	98.1
CCCCC/C=C/C/C=C/CCCCCCCC1=NC(C)(C)CN1C(C)C	13.7
OC(c1ccc(Cl)cc1)c1ccc(Cl)cc1	112.7&89.7
COc1ccccc1C=C1C(=O)NC(=S)NC1=O	105.3
CCOC(=O)CCCS(C)(=O)=O	117.5
Cc1cnc2cccc(C)n2c1=O	105.8
CCSC(SCC)C(OC(=O)c1ccccc1)C(OC(=O)c1ccccc1)C(COC(c1ccccc1)(c1ccccc1)c1ccccc1)OC(=O)c1ccccc1 (stereo unspecified)	100.1
N#Cc1c(-c2ccccc2)cc(-c2ccccc2)n(CCCCCCC(=O)O)c1=O	104.5
COc1cc(NC(=O)CCSc2nc3ccccc3c(=O)n2Cc2ccccc2)cc(OC)c1OC	104.4
Cc1cc([N+](=O)[O-])ccc1NC(=O)N(C)CCOC(=O)Nc1ccccc1	72.1
OC[C@H](O)CN1[C@@H](CCc2ccc(O)cc2)CCC[C@H]1CCc1ccc(OCCF)cc1	91.7
C#CCCCN(Cc1ccc(S(C)(=O)=O)cc1)Cc1ccccc1OC	97.8
FC(F)(F)c1nc2nccc(-c3ccc4c(c3)OCO4)n2n1	94.5
Clc1ccc(SCCSCCSc2ccc(Cl)cc2)cc1	117.7
COc1ccc(NS(=O)c2ccc(-c3ccccc3)cc2)cc1 (stereo unspecified)	93.5
CC(C)CCN(C(=O)CCl)c1ccccc1	105.8
CN(C)c1ccc(N2C(=O)C=CC2=O)cc1	97.0
O=C(Nc1cccc2c1O[C@H](c1nn[nH]n1)CC2=O)c1ccc(OCCCCc2ccccc2)cc1	119.7
COc1ccc(C(=O)OCOC(=O)c2ccc(OC)cc2)cc1	80.9
CN1CCC(O)(c2ccc(F)cc2)C(C(=O)c2ccc(F)cc2)C1 (stereo unspecified)	134.4
C=CC(=O)N1CC2(CC(n3nc(-c4ccc(Oc5ccccc5)cc4)c4c(N)ncnc43)C2)C1	62.3
O=C(c1ccccc1)c1ccco1	86.1
NS(=O)(=O)c1ccc(NC(=O)Nc2nncs2)cc1	113.7
O=C1CCC23C=CC(O2)C2(Nc4ccccc4NC2=O)c2cc(F)ccc2N13 (stereo unspecified)	99.2
O=C(O)CCCCCCCCCCN1C(=O)/C(=C/c2cn(-c3ccccc3)nc2-c2ccc(OCc3ccccc3Cl)cc2)SC1=S	104.0

# Molecules from the list above that have a Cl atom:
Molecule	HL-60(TB)
CC(=O)O[C@H]1CC[C@H]2[C@@H]3CC=C4c5nc(-c6cccc(Cl)c6)sc5CC[C@]4(C)[C@H]3CC[C@]12C	110.9
Cc1c(C(=O)OC(CO)CO)cc(-c2ccc(Cl)cc2)n1-c1ccccc1	87.5
Nc1nc(N)c2c(n1)NC(c1ccc(Cl)cc1)CC(c1cccc(Nc3ccncc3)c1)=N2 (stereo unspecified)	39.0
OC(c1ccc(Cl)cc1)c1ccc(Cl)cc1	112.7&89.7
Clc1ccc(SCCSCCSc2ccc(Cl)cc2)cc1	117.7
CC(C)CCN(C(=O)CCl)c1ccccc1	105.8
O=C(O)CCCCCCCCCCN1C(=O)/C(=C/c2cn(-c3ccccc3)nc2-c2ccc(OCc3ccccc3Cl)cc2)SC1=S	104.0

# (next part)
SMILES,HL-60(TB)
C#CCNCc1ccccc1,149.3
c1cnc(OCCN2CC2)cn1,78.8
N#CC1=C(N)Oc2c(ccc3ccccc23)C1c1ccc(Cl)cc1 (stereo unspecified),96.8
COc1ccc(-c2ccc(COc3ccc(CC4SC(=O)NC4=O)cc3)cc2)cc1 (stereo unspecified),88.7
COc1ccc(CNc2nc3ccccc3c3c(=O)c4cc(Cl)ccc4sc23)cc1,79.5
C=CCC(S(=O)(=O)CC)S(=O)(=O)CC,95.8
CCCCN(CCCC)CCCCCCCN(CCCC)CCCC,91.7
Cc1c(Cc2cc(C(C)(C)C)c(O)c(C(C)(C)C)c2)c(C)c(Cc2cc(C(C)(C)C)c(O)c(C(C)(C)C)c2)c(C)c1Cc1cc(C(C)(C)C)c(O)c(C(C)(C)C)c1,82.1
O=C1c2ccccc2C2=Nc3ccccc3SC(c3cccc(F)c3)C12 (stereo unspecified),109.5
CC(COC(=O)c1ccccc1)[N+](=O)[O-] (stereo unspecified),72.2
COC(=O)[C@]1(C)CCC[C@]2(C)[C@H]3C[C@H]4C(C(C)C)=C[C@]3(CC[C@H]21)[C@H]1[C@@H]4[C@@H](OCCC#N)CC[C@@H]1OCCC#N,2.3*
COc1ccc(NC(=O)C(O)c2ccccc2)cc1 (stereo unspecified),123.9
O=C1C=CC(=O)N1CCCCCCCCCCN1C(=O)C=CC1=O,12.2
Cn1cc(C(=O)NCCC(=N)N)cc1NC(=O)CN=C(N)N,101.9
CC(=O)OCC1OC(OC2OC(COC(C)=O)C(OC(C)=O)C(OC(C)=O)C2OC(C)=O)C(OC(C)=O)C(OC(C)=O)C1OC(C)=O (stereo unspecified),109.6
CN(C)C(=O)c1cccc([N+](=O)[O-])c1,100.3
c1cncc(-c2nc3ccccc3s2)c1,94.3
OC(COCc1ccccc1)COCc1ccccc1,91.8
CC(C)(C)NC(=S)Nc1ncccc1OCc1ccccc1Cl,105.4
C/C(=N\NC(=S)Nc1ccc(C)cc1)c1sc(Nc2ccccc2)nc1C,91.7
CCCN1C(=O)CCC1=O,101.3
O=C(CCc1nnc(Cn2cncn2)o1)c1nc2ncccc2[nH]1,96.3
O=C(O)CN1C(=O)/C(=C/C(Cl)=C/c2ccccc2)SC1=S,97.4
CC/C=C\C/C=C\C[C@H](O)C/C=C1/C(=O)C=C[C@@H]1C/C=C\CCCC(=O)O,32.6
N#Cc1c2cccnc2c2nnc3ccccc3n12,120.9
COc1cccc(/C=C/C(=O)c2c(C)nc3ccccc3c2/C=C/c2ccccc2)c1OC,13.6
CCC(NC1CCN(Cc2ccccc2)CC1)C(N)=O (stereo unspecified),73.9
Fc1c(F)c(F)c(-c2nnc(CN3C=NC4C(N5CCOCC5)=NC=NC43)o2)c(F)c1F (stereo unspecified),108.7
Cc1cnc(NC(=O)C(Cc2ccccc2)NC(=O)c2ccccc2)s1 (stereo unspecified),38.7
CS(=O)(=O)OC1CCCC(OS(C)(=O)=O)C1 (stereo unspecified),99.2
COc1cc2c(=O)ccn(-c3ccc(N)cc3)c2cc1OC,117.9
c1ccc(CN=C(NCc2ccccc2)NCc2ccccc2)cc1,49.9
C=C(C)CNC(=O)C(C)O (stereo unspecified),84.6
O=C(Cn1cc(CN2C(=O)c3ccccc3S2(=O)=O)nn1)Nc1ccc(F)cc1F,95.1
CNc1ncnc(NC)c1[N+](=O)[O-],116.9
O=C(OCc1nc2nc(Cl)nc(N3CCOCC3)c2[nH]1)N1CCNCC1,99.4
COc1cc2c3c(c(=O)oc2cc1OS(=O)(=O)c1ccc(C)cc1)CCCCC3,97.7
C#Cc1cccc(Nc2nc(Cl)nc3cc(NC(=O)CF)ccc23)c1,90.3
CCN1CCCC(OC(=O)C(c2ccccc2)c2ccccc2)C1 (stereo unspecified),99.4&110.5
CC1(c2cc3cc(Cl)ccc3oc2=O)NC(=O)c2c(/C=C/C(=O)OC3CC4CCC3(C)C4(C)C)cccc2N1 (stereo unspecified),29.0
COc1cc2cc(NC(=O)CN3CCCN(c4ccccc4)C3=O)nc(C)c2cc1OC,99.2
COc1ccc(C(=O)c2oc3ccc(Cl)cc3c2N)cc1,73.6
Cc1ccc(C(=O)NN2C(=O)/C(=C/C=C/c3ccco3)SC2=S)cc1,30.4
O=C1C(C2SC(=S)N(C3CC3)C2=O)SC(=S)N1C1CC1 (stereo unspecified),102.9
O=C1CCC(On2nnc3ccccc32)N1 (stereo unspecified),105.3
CC(=O)c1ccc(NC(=O)CSc2nnc(C(C)c3ccc(CC(C)C)cc3)o2)cc1 (stereo unspecified),95.6
C=CC(O)CN1CC1CC (stereo unspecified),100.8
COc1ccc(C(=O)CCC(=O)O)cc1OC,121.0
C=CCNC(N)=O,106.2
CC(O)Cc1cccs1 (stereo unspecified),90.0

# (continued)
SMILES,HL-60(TB)
O=c1oc2ccc(Cl)cc2c(=O)n1-c1ccc(I)cc1F,-46.3*
CC1(C)NCCC[C@]2(C)[C@H]3CC[C@@H]4[C@H]5[C@H](C(=O)/C=C/c6ccccn6)CC[C@]5(CO)CC[C@@]4(C)[C@]3(C)CC[C@@H]12,-31.8*
O=S(=O)(Nc1ncccn1)c1ccc(Nc2ccc3nnc(-c4ccncc4)n3n2)cc1,101.3
Clc1nn2c(Cn3cnc4c(Nc5ccccc5)ncnc43)nnc2c2ccccc12,93.5
O=C(O)CNC(=O)CNC(=O)c1ccccc1,116.4
Cn1c(=O)c2c(nc(Cc3ccccc3)n2CCO)n(C)c1=O,105.0
O=S(Nc1ccccc1)c1ccc(Cl)cc1 (stereo unspecified),90.8
Cc1ccc(-c2cc(-c3ccc(Cl)cc3)nc(NC(=O)c3ccncc3)n2)cc1,107.8
Oc1ccc(C(c2ccc(O)cc2)c2ccc(Br)cn2)cc1,105.8
COc1ccc(-c2nc3cc(OC)cc(OC)c3c3c2c(=O)n(C)c(=O)n3C)cc1,141.7
O=C(NNC(=O)C(Cl)Cl)C(Cl)Cl,135.8
CCNCCC(=O)N1[C@@H](c2ccc(Cl)cc2)c2[nH]c3ccccc3c2C[C@@H]1OC(C)=O,64.7
CS(=O)(=O)N1CCN(c2nc(NCCN3CCOCC3)ncc2Br)CC1,110.9
O=c1n(CCCCn2cnn(-c3ccccc3)c2=O)cnn1-c1ccccc1,92.7
O=C(Nc1ccccc1)Nc1ccc(C(=O)CSc2nc3ccccc3[nH]2)cc1,111.4

# Quoted at random: 3 entries already listed.
SMILES,HL-60(TB)
Cn1c(=O)c2c(nc(Cc3ccccc3)n2CCO)n(C)c1=O,105.0
O=C(Nc1ccccc1)Nc1ccc(C(=O)CSc2nc3ccccc3[nH]2)cc1,111.4
O=c1oc2ccc(Cl)cc2c(=O)n1-c1ccc(I)cc1F,-46.3*

# These rows are one share of the data. The share of hits here may be higher or lower than overall.
